BAP1 inh – inhibitors of BAP1 deubiquitinase, primary screen, biochemical, Ub-AMC fluorescence, kinetic. hit rate 0.48% among 72,000. Ubiquitin carboxyl-terminal hydrolase BAP1 (Homo sapiens), Q92560. recombinant BAP1, Ub-AMC hydrolysis fluorescence kinetic; hits give low values. activity remaining (% of control), % at 20 µM. AID 436, 2006;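 active = activity remaining at or below 50% of control, provided the compound also passes the data quality filters; inactive = the rest, including low values that fail the filters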;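 also: 100% = DMSO wells rate and 0% = substrate alone blank rate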
Target sequence (Q92560 whole entry, looked up): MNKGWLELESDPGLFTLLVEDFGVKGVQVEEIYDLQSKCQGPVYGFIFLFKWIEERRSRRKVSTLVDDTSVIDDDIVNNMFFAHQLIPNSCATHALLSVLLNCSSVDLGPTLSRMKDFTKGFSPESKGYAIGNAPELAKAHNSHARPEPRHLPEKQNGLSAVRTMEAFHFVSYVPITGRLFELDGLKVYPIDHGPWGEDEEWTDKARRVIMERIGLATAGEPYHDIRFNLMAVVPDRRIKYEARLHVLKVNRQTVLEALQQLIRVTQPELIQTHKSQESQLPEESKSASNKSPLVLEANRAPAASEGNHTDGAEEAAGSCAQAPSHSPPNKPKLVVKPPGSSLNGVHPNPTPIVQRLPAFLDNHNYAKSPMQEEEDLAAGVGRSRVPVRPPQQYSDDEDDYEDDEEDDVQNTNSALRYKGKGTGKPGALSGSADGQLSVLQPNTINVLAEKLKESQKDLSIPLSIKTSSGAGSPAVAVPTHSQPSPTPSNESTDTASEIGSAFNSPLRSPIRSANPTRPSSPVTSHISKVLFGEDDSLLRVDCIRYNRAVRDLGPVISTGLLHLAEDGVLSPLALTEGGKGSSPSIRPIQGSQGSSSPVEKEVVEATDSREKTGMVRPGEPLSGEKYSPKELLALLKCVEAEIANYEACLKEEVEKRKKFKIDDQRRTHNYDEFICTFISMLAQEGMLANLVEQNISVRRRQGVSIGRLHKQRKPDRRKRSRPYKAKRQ
HePTP inh – inhibitors of human HePTP phosphatase, primary screen, biochemical, absorbance, leukemia target. Tyrosine-protein phosphatase non-receptor type 7 (Homo sapiens), P35236. hit rate 0.64% among 110,000. inhibition, % at 20 µM. recombinant HePTP phosphatase activity, OD absorbance; in the data active = inhibition above about 50%;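 also: plate controls were vehicle for no effect and reference inhibitor for full effect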
Starred values were filed as active, the others as inactive; . = no result given; & = joins results of further samples.

SMILES	BAP1 inh	HePTP inh
CC(=O)C1=C(Nc2ccc(C)cc2)CC(C)(O)C(C(C)=O)C1c1ccco1 (stereo not drawn)	87	1
COc1ccccc1N(CC(=O)Nc1ccccc1)S(=O)(=O)c1ccccc1	.	-17
O=C(C1CC1)N1CCN=C1SCc1ccccc1Cl	93	8
CCn1c(SCC(=O)N2CCCC2)nc2c(c1=O)SC(C)C2 (stereo not drawn)	83	6
CCCCOn1c(C)c(C(=O)OCC)c2c3no[n+]([O-])c3ccc21	82	-2
CS(=O)(=O)N(CC(=O)NCc1ccco1)c1ccc(Cl)c(C(F)(F)F)c1	92	3
COc1cc(-c2nc3sc4c(c3c(=O)[nH]2)CCCC4)cc([N+](=O)[O-])c1O	.	17
CCOC(=O)N1CCN(CC(=O)c2ccc3c(c2)CCN3)CC1	91	4
COc1cc(C2C(C(=O)Nc3ccc(F)cc3)=C(C)Nc3nc(CCCO)nn32)cc(OC)c1OC (stereo not drawn)	92	1
COc1ccc(-c2nnc3ccc(SCC(=O)NCC4CCCO4)nn23)cc1 (stereo not drawn)	92	-1
COc1ccccc1N1CCN(/N=C(\C)c2ccc(O)cc2)CC1	.	10
Cc1ccc(S(=O)(=O)N2CCCC2C(=O)NC2=NCCS2)cc1 (stereo not drawn)	102	6
COc1ccc(OC)c(S(=O)(=O)N2CCCCCC2)c1	93&106	5&14
O=C(Nc1nc2c(ccc3ccccc32)s1)c1ccco1	114	1
C/C(CC(=O)Nc1cccc2ccccc12)=N\NC(=O)c1ccoc1C	.	9
O=C(c1c(Cl)cccc1Cl)N1CCN(c2cccc(Cl)c2)CC1	.	-10
O=C1OC(c2ccccc2Cl)=N/C1=C\c1ccccc1C(F)(F)F	.	6
COc1cccc(/C=c2\sc3nc(-c4cccs4)nn3c2=O)c1OC	96	3
COc1ccc(CC(=O)O/N=C(\N)c2cccnc2)cc1OC	.	5
CCOc1cc(/C=C2\SC(=S)N(CCOC)C2=O)ccc1O	.	8
[O-][n+]1onc2c1CCc1nnc(-c3ccccc3)cc1-2	108	-8
COc1ccccc1OCCNC(=O)c1ccc(OC)c([N+](=O)[O-])c1	.	11
COC(=O)c1ccc(CSc2nnc(-c3ccncc3)n2Cc2ccccc2)o1	100	1
c1ccc(Nc2nnc(CSc3nc4ccccc4s3)s2)cc1	.	7
Nc1c(C(=O)NCCN2CCOCC2)c2nc3ccccc3nc2n1-c1ccc2c(c1)OCO2	67	14
CC(=O)CC(=O)Nc1ccc2ccccc2c1	.	-5
Cc1cn(C2CC(O)C(CO)O2)c(=O)n(C)c1=O (stereo not drawn)	.	-1
NC(N)=NS(=O)(=O)c1ccc(NS(=O)(=O)c2ccccc2)cc1	.	4
CC1Oc2ccccc2N(CC(=O)NCCc2ccccc2)C1=O (stereo not drawn)	110	0
Cc1cc(C(=O)COc2ncnc3sccc23)c(C)n1C1CC1	125	9

Quoted from the listing, seven compounds:
SMILES	BAP1 inh	HePTP inh
O=C(c1c(Cl)cccc1Cl)N1CCN(c2cccc(Cl)c2)CC1	.	-10
O=C1OC(c2ccccc2Cl)=N/C1=C\c1ccccc1C(F)(F)F	.	6
COc1cccc(/C=c2\sc3nc(-c4cccs4)nn3c2=O)c1OC	96	3
COc1ccc(CC(=O)O/N=C(\N)c2cccnc2)cc1OC	.	5
CCOc1cc(/C=C2\SC(=S)N(CCOC)C2=O)ccc1O	.	8
[O-][n+]1onc2c1CCc1nnc(-c3ccccc3)cc1-2	108	-8
COc1ccccc1OCCNC(=O)c1ccc(OC)c([N+](=O)[O-])c1	.	11

Remaining list, next part
SMILES	BAP1 inh	HePTP inh
O=C(Cn1cnc2c(nnn2Cc2ccc(Cl)cc2)c1=O)NCc1ccco1	107	7
CC(C)C(c1nnnn1Cc1ccccc1)N(Cc1ccco1)Cc1cccs1 (stereo not drawn)	66	9
COc1ccccc1C(=O)NN1C(=O)/C(=C/c2ccc(N(C)C)cc2)SC1=S	.	7
CN1C(=O)C(=Cc2ccc(OCc3cccc(C(=O)O)c3)cc2)C(=O)N(C)C1=O	.	1
COc1ccc(NC(=O)Cc2ccccc2[N+](=O)[O-])cc1	.	2
COC(=O)c1cc(S(=O)(=O)N2CCOCC2)c(N2CCOCC2)cc1N1CCOCC1	146	-6
COc1ccc(OC)c(C(C(=O)NCc2ccco2)N(C(=O)Cn2nnc3ccccc32)C(C)C)c1 (stereo not drawn)	96	-2
Clc1ccc(CN2CCN(C3CCCC3)CC2)cc1	.	0
O=C(Nc1ccc(Cl)cc1)N1CCN(c2cccc(Cl)c2)CC1	.	8
O=C(N/N=C/c1ccc(Br)cc1)c1cc(C23CC4CC(CC(C4)C2)C3)[nH]n1	.	3
CSCCC(C(=O)O)N1C(=O)c2ccc(C(=O)O)cc2C1=O (stereo not drawn)	.	6
CCOC(=O)c1sc2ncn(/N=C/c3ccccn3)c(=O)c2c1C	91	4
COc1cccc(NC(=O)Cc2cccs2)c1	114	16
O=C(Nc1cccc(NC(=O)C2CC3CCCC(C2)C3=O)n1)C1CC2CCCC(C1)C2=O (stereo not drawn)	94	12
O=C1/C(=C\c2cccc(C(F)(F)F)c2)SC(=S)N1c1ccccc1	.	8
COc1ccc(C2(C)NC(=O)N(Cc3cc(Cl)cc4c3OCOC4)C2=O)cc1OC (stereo not drawn)	83	1
CC(C)(C)c1ccc(C(=O)Nc2sc3c(c2C(N)=O)CCCCCC3)cc1	.	-5
COC(=O)C1=COC(C)C2CN3CCc4c([nH]c5ccccc45)C3CC12 (stereo not drawn)	90	-1
NC(=O)C1CCN(C2CC(=O)N(c3cccc(Br)c3)C2=O)CC1 (stereo not drawn)	.	-9
COC(=O)c1ccc(CN(Cc2ccc(C(=O)OC)o2)C(C)(C)C)o1	105	-2
COc1ccc(NC(=O)COc2ccc(C)cc2C)cc1OC	.	-2
O=C(c1cccs1)c1no[n+]([O-])c1C(=O)c1cccs1	118	.
Cn1c(C(=O)N2CCN(c3cccc(C(F)(F)F)c3)CC2)cc2sccc21	71	-7
Cc1cccc(C2Nc3ccccc3C(=O)N2c2ccccc2)n1 (stereo not drawn)	59	4
COc1ccc2sc(NC(=O)c3ccc([N+](=O)[O-])cc3)nc2c1	102	.
Cc1cc(C)c2[nH]c(=O)c(C(c3nnnn3Cc3ccc4c(c3)OCO4)N3CCCC3)cc2c1 (stereo not drawn)	106	4
COc1ccc(OC)c(NC(=O)C2CC(=O)N(c3ccc(Br)cc3)C2)c1 (stereo not drawn)	94	6&3
Cc1cccc(N2C(=O)CC(N3CCN(c4cccc(Cl)c4)CC3)C2=O)c1 (stereo not drawn)	.	0
CCn1c(COc2ccccc2C(N)=O)nc2ccccc21	63	2
CCOC(=O)C1C(c2ccccc2)NC(=S)NC1(O)C(F)(F)F (stereo not drawn)	176	.

4 records drawn at random from those above:
SMILES	BAP1 inh	HePTP inh
CC(C)(C)c1ccc(C(=O)Nc2sc3c(c2C(N)=O)CCCCCC3)cc1	.	-5
COC(=O)C1=COC(C)C2CN3CCc4c([nH]c5ccccc45)C3CC12 (stereo not drawn)	90	-1
COc1ccc(C2(C)NC(=O)N(Cc3cc(Cl)cc4c3OCOC4)C2=O)cc1OC (stereo not drawn)	83	1
NC(=O)C1CCN(C2CC(=O)N(c3cccc(Br)c3)C2=O)CC1 (stereo not drawn)	.	-9

(listing goes on)
SMILES	BAP1 inh	HePTP inh
O=C(COc1ccccc1)N1N=C(c2ccc(Cl)cc2)CC1(O)C(F)(F)F (stereo not drawn)	.	-14
Cc1cc(Cl)ccc1OCC(=O)Nc1ccc(OC(F)(F)F)cc1	.	-2
COc1ccc(NC(=O)C2CCN(S(=O)(=O)c3cccnc3)CC2)cc1Cl	100	8
O=C(OC1CCc2ccccc2C1=O)c1ccccc1O (stereo not drawn)	106	-1
NC(N)=NS(=O)(=O)c1ccc(N=Cc2cc(Br)ccc2O)cc1	142	.
Cc1cccc(C(=O)NCC2CCCO2)c1 (stereo not drawn)	.	8
CC(C)(C)C(=O)Cn1c[n+](N)cn1	112	10
O=C(Nc1nnc(-c2ccc3c(c2)CCCC3)o1)c1ccccc1Cl	112	10
CSc1nc(-c2ccccc2)nc2c1COC(C)(C)C2	87	-8
CC1CN(C(=O)c2cc3cc([N+](=O)[O-])ccc3s2)CC(C)O1 (stereo not drawn)	111	.
Cc1[nH]nc2c1C(c1ccc3c(c1)OCO3)C(C#N)=C(N)O2 (stereo not drawn)	104	6
CNC(=O)c1ccccc1NC(=O)c1cccc(S(=O)(=O)N2CCC(C)CC2)c1	104	-6
Cc1cc(C)c(/C=N/n2cnnc2)cc1C	.	-5
CN1CCC(=NNC(=O)CN(c2cccc(Cl)c2)S(=O)(=O)c2ccccc2)CC1	.	13
COc1ccc(NC(=O)CSc2nc(-c3ccccc3)c(-c3ccccc3)o2)cc1	.	6
CCOc1ccccc1/C=N/NC(=O)CC1C(=O)NN=C1C (stereo not drawn)	.	-2
Cc1ccc2ncnc(NCc3ccco3)c2c1	.	-4
CCC(=O)Nc1ccc(S(=O)(=O)N2CCCCCC2)cc1	.	-10
CCn1c(SCC(=O)OC2CCCCC2)nc2ccccc2c1=O	89	6
CCOc1ccccc1NC(=O)N1CCC(c2nc3ccccc3[nH]2)CC1	87	2
COc1ccccc1C(=O)Nc1ccc(I)cc1Cl	.	-13
Cc1ccc(S(=O)(=O)N2CCC(C(=O)Nc3ccc4c(c3)COC4=O)CC2)cc1	94	-4
CCn1c(SCC(=O)N2CCc3ccccc32)nnc1-c1ccncc1	73	1
Cc1cc(Oc2ccc(=O)n(C)n2)nc(Oc2ccc(=O)n(C)n2)n1	102	-14
Cc1nn2c(-c3ccc(Cl)cc3Cl)nnc2s1	101	5
O=C(Nc1nnc(C23CC4CC(CC(C4)C2)C3)s1)c1cccs1	.	-4
Cc1ccccc1OCCC(=O)Nc1c(C)n(C)n(-c2ccccc2)c1=O	111	8
O=C(Nc1cccc2nsnc12)c1ccc(Br)o1	.	1
O=C(c1cccs1)N1CCCC(c2nc(-c3ccc(F)cc3)no2)C1 (stereo not drawn)	100	13
CCOC(=O)C1CCCCN1C(=O)CCc1c(C)nc2ncnn2c1C (stereo not drawn)	98	2
COC(=O)c1ccccc1NC(=O)c1ccc(COc2ccccc2)o1	.	3
Cc1ccc(N2CC(C(=O)Nc3ccc(C)c(C)c3)CC2=O)cc1 (stereo not drawn)	.	-10
Cc1cccc(NC(=O)CSc2nc(C)nc3c2c(=O)n(C)c(=O)n3C)c1	95	-5
OC(CN1C2=NCCN2c2ccccc21)c1ccc(Br)cc1 (stereo not drawn)	98	0
O=C(Nc1ccccc1I)C1CC(=O)N(c2ccc(Br)cc2)C1 (stereo not drawn)	.	2
COc1ccc(-c2cc(C(F)(F)F)nc(N3CCN(c4ccc(F)cc4)CC3)n2)cc1OC	89	-3
Cc1cccc(NC(=O)/C(C#N)=C/c2ccc(-c3ccccc3[N+](=O)[O-])o2)c1	.	2
CCn1cc(S(=O)(=O)CC(=O)Nc2ccc(OC)cc2)c2ccccc21	78	10
Cc1ccc(-c2cc(NC(=O)COc3ccccc3)n[nH]2)cc1	.	-2
C=CCN1C(=O)C2C(C(=O)NCc3ccccc3)C3C=CC2(O3)C1C(=O)NC(C)(C)C (stereo not drawn)	86	-4
CC1=C(C(=O)OCCOc2ccccc2)C(c2ccccc2F)C2=C(CC(C)(C)CC2=O)N1 (stereo not drawn)	125	.
CC(=O)N1c2ccccc2Sc2ccccc21	.	13
CS(=O)(=O)N1CCCC(C(=O)NCc2ccccc2Cl)C1 (stereo not drawn)	93	3
CCOC(=O)Cc1cc(=O)c2c(=O)n(-c3ccccc3)[nH]c2[nH]1	91	7
CC(C)Oc1ccc(/C=C(/NC(=O)c2ccccc2)C(=O)NCCCO)cc1	.	-16
COCCOC(=O)c1c(C)oc2ccc(OCc3cccc(Br)c3)cc12	.	-9
CC(C)(C)c1ccc(C(=O)Nc2ccc(NC(=O)COc3ccccc3Cl)cc2)cc1	.	0
O=C(c1ccc(Cl)cc1)N1CCCCC(Sc2nnc(-c3ccc4c(c3)OCO4)o2)C1=O (stereo not drawn)	64	9
CCCC1=C(C(=O)OCC)C(c2ccc(CC)cc2)NC(=O)N1 (stereo not drawn)	.	-9
COc1cc(C(=O)N/C(=C/c2ccco2)C(=O)Nc2ccccc2)cc(OC)c1OC	.	2
CCOC(=O)c1c(N2C(=O)CC(Sc3nc4ccccc4s3)C2=O)sc2c1CCCC2 (stereo not drawn)	.	-7
CSc1nc(N)nc(SCCS(=O)(=O)c2ccc(Cl)cc2)c1C#N	73	-14
O=C(Nc1ccccc1C(=O)Nc1ccc(Cl)cc1)c1cccnc1	132	.
COc1ccccc1-c1nnc(-c2ccco2)o1	.	-8
Cc1ccsc1C=Nc1ccc(-c2ccc([N+](=O)[O-])cc2)cc1	.	9
COCCN(C(=O)c1cccc(OC)c1)c1nnc(-c2ccncc2)s1	110	4
O=c1[nH]c2c(s1)C(c1ccco1)C1C3CCC(C3)C1S2 (stereo not drawn)	78	2
O=C(O)C1CC=CCC1C(=O)Nc1ccc(S(=O)(=O)N2CCCc3ccccc32)cc1 (stereo not drawn)	64	13
O=C(Nc1ccc(Cl)c(Cl)c1)c1ccncc1	.	9
N#Cc1c(-c2c3ccccc3cc3ccccc23)[nH]c(=S)[nH]c1=O	.	10

Screens from PubChem BioAssay.

Hits appear at their usual frequency; any-hit rate near 0.95%.
